AGP1 TOR yeast: yeast TOR pathway AGP1-GFP modulation; S. cerevisiae AGP1-GFP multiplex flow cytometry, 3 h; GFP as percent of DMSO wells; GFP response vs DMSO, % at 10 µM; 0.02% of 320,000 active; AID 2066;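 active = GFP response relative to DMSO above a set limit, near screen average plus 3 SD, cut at about 150% in these data; inconclusive = fewer than 70 cells counted for the yeast strain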;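 note: median GFP channel fluorescence of the gated AGP1 strain per well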
GRK2 inh: blocks RNA aptamer binding to human GRK2; P25098; bead flow cytometry, FAM-aptamer displacement from GRK2; inhibition of aptamer binding, % at 10 µM; 0.59% of 330,000 active;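 active = inhibition of aptamer binding above 40%, roughly 3 SD of noise, on plates passing a quality check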;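 note: median bead fluorescence of bound FAM aptamer so fluorescent compounds give negative values; no value below 0 was filed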
Target sequence (P25098 whole entry, looked up): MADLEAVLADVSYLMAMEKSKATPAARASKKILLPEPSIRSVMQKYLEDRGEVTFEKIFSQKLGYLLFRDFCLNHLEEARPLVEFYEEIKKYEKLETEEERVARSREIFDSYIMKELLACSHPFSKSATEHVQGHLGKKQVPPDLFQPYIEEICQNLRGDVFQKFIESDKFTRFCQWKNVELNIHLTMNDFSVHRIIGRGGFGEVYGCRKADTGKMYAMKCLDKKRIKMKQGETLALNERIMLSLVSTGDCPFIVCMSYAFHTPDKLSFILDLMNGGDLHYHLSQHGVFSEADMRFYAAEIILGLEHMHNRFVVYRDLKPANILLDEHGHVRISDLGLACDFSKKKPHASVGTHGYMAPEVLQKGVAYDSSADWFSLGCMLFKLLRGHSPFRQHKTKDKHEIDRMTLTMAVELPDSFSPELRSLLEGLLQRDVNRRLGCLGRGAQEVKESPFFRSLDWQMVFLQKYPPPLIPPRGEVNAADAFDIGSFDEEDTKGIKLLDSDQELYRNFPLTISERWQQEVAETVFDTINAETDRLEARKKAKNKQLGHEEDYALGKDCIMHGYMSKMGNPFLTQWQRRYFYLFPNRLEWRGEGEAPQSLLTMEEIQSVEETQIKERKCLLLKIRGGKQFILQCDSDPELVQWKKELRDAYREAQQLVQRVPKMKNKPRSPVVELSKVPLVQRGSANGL
CIT2-GFP yeast: modulators of TOR pathway CIT2-GFP in S. cerevisiae; S. cerevisiae CIT2-GFP strain, flow cytometry, 3 h; 100 means same as DMSO wells; GFP response vs DMSO, % at 10 µM; 0.065% of 320,000 active;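 active = GFP response relative to DMSO above a set limit, near the screen mean plus 3 SD, cut at about 150% in these data; inconclusive = Fewer than 70 cells measured for a yeast strain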;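 note: ratio of well median GFP fluorescence to mean of DMSO wells on the plate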
GASC-1 inh: human JMJD2C demethylase inhibition; GST-JMJD2C(1-420) H3K9me3 demethylation, DELFIA europium; inhibition, % at 2.35 µM; 0.069% of 330,000 active;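 active = more than half of a compound's replicate wells show inhibition beyond 50%, single wells judged on their own value; inconclusive = some, but no more than half, of replicates pass 50% inhibition; inactive = no replicate passes 50% inhibition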;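 note: signal counts dimethyl H3K9 product captured on neutravidin plate; 0% = median of DMSO wells and 100% = 0.3 times that DMSO median; strong numbers were not always called active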
Target sequence (Q9H3R0 1-420 limits assumed): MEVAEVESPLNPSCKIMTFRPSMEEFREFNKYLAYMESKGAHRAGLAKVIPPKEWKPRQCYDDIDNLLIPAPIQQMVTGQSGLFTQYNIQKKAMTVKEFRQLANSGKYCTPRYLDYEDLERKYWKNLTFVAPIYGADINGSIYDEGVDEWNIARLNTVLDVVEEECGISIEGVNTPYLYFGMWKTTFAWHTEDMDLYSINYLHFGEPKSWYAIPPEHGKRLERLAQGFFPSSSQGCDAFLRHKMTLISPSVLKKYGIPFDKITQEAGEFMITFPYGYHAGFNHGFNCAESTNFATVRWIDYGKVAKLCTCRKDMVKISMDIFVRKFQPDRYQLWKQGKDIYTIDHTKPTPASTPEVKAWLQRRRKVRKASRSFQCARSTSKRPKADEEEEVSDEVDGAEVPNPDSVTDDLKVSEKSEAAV
MEP2-GFP yeast: modulators of TOR pathway MEP2-GFP in S. cerevisiae; GFP response vs DMSO, % at 10 µM; S. cerevisiae MEP2-GFP strain, flow cytometry GFP, 3 h; 100% = DMSO control level; 0.51% of 330,000 active; AID 2016;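 active = GFP response versus DMSO above a set limit, roughly screen mean plus 3 SD, cut at about 180% in these data; inconclusive = fewer than 70 cells counted for a yeast strain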;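 note: median GFP fluorescence of the barcode-gated MEP2-GFP cells per well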
VLA-4 inh: inhibition in a human VLA-4 binding assay; P13612; VLA-4 expressing cells, ligand binding flow cytometry; inhibition, % (about 7 µM as worked out from the volumes in the protocol); 0.2% of 330,000 active; AID 2557; in the data active = inhibition above about 50%
LAP4-GFP MLPCN: modulators of TOR pathway LAP4-GFP in S. cerevisiae. 0.34% of 320,000 active. S. cerevisiae LAP4-GFP multiplex, flow cytometry GFP, 3 h; median GFP as percent of DMSO wells. AID 2023. GFP response vs DMSO, % at 10 µM;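 active = GFP response vs DMSO above a set limit, about the screen mean plus 3 SD, cut at about 150% in these data; inconclusive = under 70 cell events counted for the yeast strain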
RPL19A-GFP yeast: yeast TOR pathway RPL19A-GFP modulation; S. cerevisiae RPL19A-GFP strain, flow cytometry, 3 h; active compounds read low; percent response vs DMSO, % at 10 µM; 0.3% of 330,000 active; AID 2025;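 active = percent response vs DMSO below 50%; inconclusive = fewer than 70 events counted for the yeast strain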;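 note: median channel GFP fluorescence of the barcoded RPL19A-GFP strain; ratio of sample median GFP to plate DMSO average so 100% = DMSO; lower means less RPL19A-GFP as with rapamycin TOR inhibition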
* marks the source's active call; other numbers are inactive results; ? = inconclusive; nt = not tested or not shown; & = joins results of further samples. Compounds as they come; any-hit rate near 1.7%.

SMILES	AGP1 TOR yeast	GRK2 inh	CIT2-GFP yeast	GASC-1 inh	MEP2-GFP yeast	VLA-4 inh	LAP4-GFP MLPCN	RPL19A-GFP yeast
C#CCOCCOCCOCCNc1nc(N2CCN(C(=O)[C@H]([C@@H](C)O)n3cc(CCCCN)nn3)CC2)nc(N2CCN(C(=O)[C@H]([C@@H](C)CC)n3cc(CCCCN)nn3)CC2)n1	97	0	119	nt	95	18	141	102
C/C(=N\NC(=O)c1c[nH]c2ccccc12)c1ccc(C)s1	73	0	80	-11	98	-19	68	109
Cc1c(C(=O)Nc2nnc(C3CC3)s2)oc2c(Cl)cccc12	97	0	115	-25	108	-10	108	109
CC1CCC(NC(=O)C2CCN(S(=O)(=O)c3ccc4nc5c(c(C(=O)O)c4c3)CC(C)CC5)CC2)CC1 (centres undefined)	97	9	103	-29	104	-3	95	93
Cc1ccc(Cl)cc1N1CCN(Cc2cc3c(cc2O)CCC3)CC1	112	0	109	-13	104	13	102	102
CCOc1c([N+](=O)[O-])cc2c(C)c(C(=O)N3CCN(C)CC3)oc2c1OCC	104	0	102	-26	96	17	93	101
CC(=O)c1ccc(N2CCN(C(=O)c3n[nH]c4ccccc34)CC2)cc1	92	3	101	-49	105	-2	94	103
CN1CCN(S(=O)(=O)c2cc([N+](=O)[O-])ccc2Cl)CC1	104	1	100	-5	94	21	100	96
CCOc1ccc2nc(NCCCNS(=O)(=O)c3ccc(C)cc3)c(C#N)cc2c1	93	0	98	32	106	-5	103	100
O=C(O)CCCNS(=O)(=O)c1ccc(Br)s1	107	0	107	7	108	-4	102	103
CCN(c1ccccc1)S(=O)(=O)c1ccc(Cl)c(C(=O)OCC(=O)NC(=O)C(C)C)c1	98	0	89	6	96	9	95	96
COc1ccc(CN2CCNC(=O)C2CC(=O)NCCCn2nnc3ccccc32)cc1C (centres undefined)	91	0	92	0	99	7	87	93

Profiles from above.
Results for C/C(=N\NC(=O)c1c[nH]c2ccccc12)c1ccc(C)s1 → AGP1 TOR yeast = 73; GRK2 inh = 0; CIT2-GFP yeast = 80; GASC-1 inh = -11; MEP2-GFP yeast = 98; VLA-4 inh = -19; LAP4-GFP MLPCN = 68; RPL19A-GFP yeast = 109
Results for Cc1ccc(Cl)cc1N1CCN(Cc2cc3c(cc2O)CCC3)CC1 → AGP1 TOR yeast = 112; GRK2 inh = 0; CIT2-GFP yeast = 109; GASC-1 inh = -13; MEP2-GFP yeast = 104; VLA-4 inh = 13; LAP4-GFP MLPCN = 102; RPL19A-GFP yeast = 102

(cont.)
SMILES	AGP1 TOR yeast	GRK2 inh	CIT2-GFP yeast	GASC-1 inh	MEP2-GFP yeast	VLA-4 inh	LAP4-GFP MLPCN	RPL19A-GFP yeast
O=C1C2C3CCC(C3)C2C(=O)N1CNc1ccc(F)cc1 (centres undefined)	104	5	99	9	102	4	120	84
O=C(NCCCc1ccccc1)c1cccc(S(=O)(=O)N2CCOCC2)c1	93	0	92	-8	90	8	94	93
NC(=O)CSc1nc2sc(-c3ccccc3)cc2c(=O)n1N	95	0	96	1	96	7	105	96
Cc1ccc(N2C(=O)N(CC(=O)N3CCOCC3)C(=O)C2C)cc1 (centres undefined)	99	1	97	-1	100	2	102	103
COc1cccc(CC2(CO)CCCN(Cc3ccccc3-c3ccco3)C2)c1 (centres undefined)	104	0	110	6	113	-5	104	108
COc1ccccc1OCC(=O)Nc1cc(S(=O)(=O)N2CCCCC2)ccc1N1CCCCC1	97	5	101	-1	101	-5	90	98
COC(=O)c1ccc(C23CC4(C2)[C@H](CN(Cc2ccc(C(F)(F)F)cc2)[C@@H]4c2ccccc2)C3c2ccc(Cl)nc2)cc1 (some centres undefined)	96	4	96	11	104	5	98	98
COc1ccc(C(=O)C2CCN(C(=S)NCCc3ccccc3)CC2)cc1	82	0	85	-4	82	-4	68	85
CCOC(=O)C1CCN(S(=O)(=O)c2ccc(-c3cc(C(F)(F)F)n(C)n3)s2)CC1	101	16	106	0	110	3	112	94
Cc1ccc(OC(=S)Nc2ccc(O)cc2)cc1	103	0	97	1	102	5	130	95
CC1(C)CC2CC(C)(CN2S(=O)(=O)c2ccc(C(=O)Nc3cccc(S(=O)(=O)N4CCOCC4)c3)cc2)C1 (centres undefined)	98	0	107	29	110	34	96	103
CCN1C(=O)N(CC)C2NC(=S)NC21 (centres undefined)	98	2	94	-10	98	24	99	96
O=C(NC1CCCC1)C(c1ccc(F)cc1)N(Cc1ccc(F)cc1)C(=O)CCl (centres undefined)	98	0	92	6	98	9	95	99
Cc1ccccc1CSc1nc2ccccc2c(=O)n1C	93	0	76	1	93	7	104	93
O=C(COC(=O)C1(c2ccccc2F)CCCC1)NC1CCS(=O)(=O)C1 (centres undefined)	103	0	106	9&1	119	12	111	93
CC1C(=O)N2CCCc3cc(S(=O)(=O)N4CCC(C(N)=O)CC4)cc1c32 (centres undefined)	96	6	93	9	89	40	89	99
O=C(NCCc1ccccc1)C(=S)N1CCCCC1	107	4	103	31	102	2	103	100
CCOC(=O)Cn1nnnc1C(C(C)C)N(Cc1cc2c(C)cc(C)cc2[nH]c1=O)C1CCCC1 (centres undefined)	104	3	101	-5&5	103	10	103	101
FC(F)(F)c1nnc2c(Sc3ccccc3)nc3ccccc3n12	102	0	103	5	105	12	105	105
O=C(NCCC(=O)N1CCCC(C(F)(F)F)C1)c1ccc(Br)cc1 (centres undefined)	77	1	81	-13	93	-8	76	98
Cc1ccc2nc(SCc3ccc([N+](=O)[O-])cc3)nc(C)c2c1	103	0	105	-3	108	-10	105	108
Cn1c(=O)[nH]c(=O)c2c1nc1n2CCCN1CCc1ccccc1	103	0	101	-1	102	-10	94	95
Cc1cc(C)n2c(SCC(=O)Nc3ncc(C(F)(F)F)cc3Cl)nnc2n1	101	2	101	13	100	8	102	99
O=c1oc2ccc(Cl)cc2cc1-c1nnc(Nc2cccc(C(F)(F)F)c2)s1	104	0	91	2	93	-37	94	100
Cn1cc(/C=C(\C(=O)O)C(C(=O)O)=C2CCCCC2)c2ccccc21	101	3	92	-6	101	1	109	99
O=C(NC1CCCC1)C(c1ccncc1)N(C(=O)c1ccco1)c1ccccc1 (centres undefined)	96	0	100	24	98	9	89	97
COc1ccc(NC(=O)COC(=O)Cc2ccc(Br)cc2)cc1	95	3	94	1	94	-1	91	101
CCOc1cccc(C(=O)Nc2cccc(C(=O)NC(C)(C)C)c2)c1	97	0	96	-7	95	0	90	103
Cc1ccc(NC2CCCN(C(=O)c3cccc4nccnc34)C2)cc1C (centres undefined)	105	0	101	-2	89	2	99	96
CCCCOC(=O)CSC1=C(C#N)C(c2ccccc2OCC)C(C#N)C(=O)N1 (centres undefined)	95	1	84	65	92	-5	100	97
O=C(CC1COc2ccccc2O1)NC1CCCCC1 (centres undefined)	102	0	?	-1	?	14	102	93
Cc1[nH]c2ccccc2c1/C=N/NC(=O)c1cccc(F)c1	94	1	89	1	92	9	110	98
COCCNC(=O)NC(=O)CSc1nc(C)c(C)c(C)n1	99	0	104	-21	107	11	94	103
N#Cc1ccccc1NC(=O)C1CC(=O)N(c2ccc3c4c(cccc24)CC3)C1 (centres undefined)	102	0	106	-1	108	5	88	108
CCO[C@H]1OC(C(=O)N2CCN(Cc3ccc4c(c3)OCO4)CC2)=C[C@@H](C2CCCCC2)[C@@H]1CCCO	78	0	66	1	92	13	122	97
COCC(=O)Nc1ccc(Br)c(C)c1	98	0	98	4	95	13	100	95
COc1cccc(C2CC(C(F)(F)F)n3nc(C(=O)Nc4c(C)n(C)n(-c5ccccc5)c4=O)cc3N2)c1 (centres undefined)	80	3	100	3	100	9	95	103
COc1ccc(CCC(=O)OCC(=O)Nc2c(C)nn(-c3ccccc3)c2C)cc1	88	0	64	-31	91	7	98	94
COc1ccccc1NC(=O)CSc1nn2c(=O)c(C)nnc2s1	102	0	108	-47	102	12	103	102
CCC(=O)N(CCc1ccccc1)Cc1cc2cc(OC)ccc2[nH]c1=O	101	2	97	5	100	10	94	97
COc1ccc(CCNc2nc(Cl)nc(NC(C)(C)CO)n2)cc1OC	99	0	103	-8	107	1	94	107
O=C(NCCc1ccc(F)cc1)c1ccc(Cl)c(S(=O)(=O)N2CCOCC2)c1	94	6	92	-8	101	-3	90	95
O=C(NCc1ccccc1)NC(O)C(Cl)(Cl)Cl (centres undefined)	111	0	108	-8	114	1	112	101
O=C(Oc1cc(=O)oc2ccccc12)c1cccnc1Cl	104	1	101	7	111	5	92	108
Cc1ccc(-c2nc3ccc(Cl)cc3c(=O)n2O)cc1	93	4	78	-12	84	10	110	94
CC(=O)NCCn1c(SCC(=O)NCCC(C)C)nc2ccccc2c1=O	102	1	93	9	106	2	103	103
O=C(NCC(=O)N(c1ccccc1F)C(C(=O)NCC1CCCO1)c1ccccc1)c1ccco1 (centres undefined)	95	0	81	48&-9	97	-6	nt	95
Clc1ccc(-c2c[n+](Cc3ccc(Cl)cc3Cl)c3n2CCCCC3)cc1	105	0	99	6	103	3	107	95
O=C(NCC1CCCO1)NC12CC3CC(CC(C3)C1)C2 (centres undefined)	100	1	nt	5	93	4	97	99
Cc1ccc(S(=O)(=O)NCCc2ccncc2)cc1C	103	0	105	24	96	4	101	97
CCCc1nc(NC(C)=O)c(C#N)c(-c2ccco2)c1CC	101	0	98	1	99	4	104	98
COc1ccc(-n2nnnc2CNC(=O)c2ccc3ccccc3c2)cc1	89	1	90	2	90	-1	95	90
Cc1c(C)n(CC(O)CN2CCCCCC2)c2ccccc12 (centres undefined)	93	0	92	3	87	-1	92	93
Cc1ccc(S(=O)(=O)N2CCC(C(=O)N[C@@H](C)C(=O)NC3CCCCC3)CC2)cc1	100	0	92	5	97	-1	94	97
CC(C)Cn1cc(C(=O)N2CCOCC2)c2c3ccccc3n(C)c2c1=O	93	0	100	-5	105	14	110	93
COc1cc(Cl)c(C)cc1NC(=O)CSC	98	0	97	-2	99	18	99	100
CC[n+]1c(/C=C/c2ccc(OC(C)=O)c(OC)c2)ccc2ccccc21	95	0	99	3	105	1	95	106
O=C(NCC(c1ccco1)N1CCc2ccccc2C1)c1cccc([N+](=O)[O-])c1 (centres undefined)	113	1	102	-12	95	8	100	94
Cc1c(C(=O)N2CCOCC2)sc(NC(=O)c2ccc3c(c2)OCO3)c1C#N	93	0	93	1	94	0	93	93
O=C1CCC/C1=C/Nc1cccc(F)c1	nt	nt	nt	-2	98	-9	nt	99
Further entries
SMILES	AGP1 TOR yeast	GRK2 inh	CIT2-GFP yeast	GASC-1 inh	MEP2-GFP yeast	VLA-4 inh	LAP4-GFP MLPCN	RPL19A-GFP yeast
COc1ccc(CCC(=O)O)cc1OC	102	2	102	-14	95	10	97	96
COc1ccc(S(=O)(=O)NCc2ccncc2)cc1NC(=O)c1ccccc1	88	2	81	?	94	7	85	88
COc1ccc(NC(=O)NNC(=O)COc2cc(C)c(Cl)c(C)c2)c(OC)c1	97	6	106	1	106	2	96	101
Cc1ccc2c(cnn2C(=O)CCCC(=O)NC(C)c2ccccc2)c1 (centres undefined)	91	1	92	-9	100	7	99	90
O=C(COc1cccc2ccccc12)N/N=C/C=C/c1ccccc1	99	0	96	0	104	-7	89	101
CC(=O)OCCNC(=O)Cn1cnc2c1c(=O)n(C)c(=O)n2C	99	3	97	3	103	1	98	96
O=C(CC(NS(=O)(=O)c1ccc(Cl)cc1)c1ccco1)NCc1ccco1 (centres undefined)	107	0	106	-9	97	0	99	105
O=C(NC1CCN(Cc2ccccc2)CC1)c1ccc(CS(=O)c2ccc(F)cc2)o1 (centres undefined)	107	0	106	-4	113	-3	114	105
Cc1c(CCC(=O)O)c(=O)n2c([nH]c3ccccc32)c1C#N	97	0	94	-1	97	4	97	98
